ABCG2 block: human ABCG2 inhibition, ABCB1 as counter-screen | Q9UNQ0 | IgMXP3 cells, JC-1 efflux, flow cytometry | inhibition, % at 6.6 µM | 0.1% of 190,000 active;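 active = inhibition above 80%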;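 also: 0% = DMSO and 100% = nicardipine control wells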
Target sequence (Q9UNQ0 whole entry, looked up): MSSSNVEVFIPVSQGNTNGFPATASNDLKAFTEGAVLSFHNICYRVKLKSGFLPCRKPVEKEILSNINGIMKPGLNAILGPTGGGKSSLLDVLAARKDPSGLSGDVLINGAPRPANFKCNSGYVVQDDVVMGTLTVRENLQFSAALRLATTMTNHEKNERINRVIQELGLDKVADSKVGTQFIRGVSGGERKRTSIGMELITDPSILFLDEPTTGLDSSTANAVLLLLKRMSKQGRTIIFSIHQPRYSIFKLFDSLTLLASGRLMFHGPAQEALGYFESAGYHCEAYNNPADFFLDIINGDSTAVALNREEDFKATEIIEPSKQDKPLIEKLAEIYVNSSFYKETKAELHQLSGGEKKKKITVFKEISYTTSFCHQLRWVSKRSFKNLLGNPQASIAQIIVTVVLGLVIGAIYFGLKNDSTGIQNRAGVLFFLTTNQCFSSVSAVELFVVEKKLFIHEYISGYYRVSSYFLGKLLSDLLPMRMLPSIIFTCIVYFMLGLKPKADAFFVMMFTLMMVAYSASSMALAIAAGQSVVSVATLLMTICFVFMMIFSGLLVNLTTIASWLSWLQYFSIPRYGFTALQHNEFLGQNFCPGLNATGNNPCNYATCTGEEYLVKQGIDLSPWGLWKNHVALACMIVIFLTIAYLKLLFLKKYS
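Test system: IgMXP3 cells (ABCG2) mixed with DDAO far-red-labelled CCRF-Adr cells (ABCB1). Reagent: JC-1 transporter substrate. Compound dosing: single test compound dose, 6.6 µM final. Times: 10 min compound exposure, 25 °C. Detection: flow cytometry of retained JC-1 fluorescence. Read-out basis: efflux inhibition in percent versus controls. Controls: nicardipine and DMSO wells.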
RGS7-Gao reg: regulators of human RGS7-Galphao interaction; Multiplexed bead flow cytometry, RGS7-Galphao binding; actives lie on both sides; P09471; binding response (% of control), % at 10 µM; 0.35% of 220,000 active; in the data active = binding response below about 49% or above about 150%; inconclusive = no clear call, values can overlap the other calls; inactive = in between;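 also: fluorescent Galphao held in activated GDP-AlF4 state binding bead-coupled RGS7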
Bim-Bcl-2: inhibitors of Bim-Bcl-2 interaction, human; Bead-based flow cytometry, Bim peptide-Bcl-2 binding; inhibition, % at 10 µM; 0.06% of 190,000 active; AID 950; in the data active = inhibition above about 40%; inconclusive = no clear call, values can overlap the other calls;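 also: 0% = no compound wells with probe peptide and 100% = reference peptide inhibitor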
Target sequence (P10415 whole entry, looked up): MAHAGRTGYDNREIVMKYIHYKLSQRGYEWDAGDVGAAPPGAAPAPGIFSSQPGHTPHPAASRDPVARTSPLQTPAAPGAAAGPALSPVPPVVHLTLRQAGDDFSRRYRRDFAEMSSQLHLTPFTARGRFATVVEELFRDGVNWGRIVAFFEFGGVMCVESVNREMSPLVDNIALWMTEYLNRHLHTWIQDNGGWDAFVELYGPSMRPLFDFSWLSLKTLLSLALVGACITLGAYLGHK
Bcl-XL Bim block: human Bim-Bcl-XL interaction inhibition. Q07817. Bim peptide-Bcl-XL binding, bead flow cytometry, fluorescence. inhibition, % at 10 µM. 0.04% of 190,000 active. AID 1007
Bim-Bcl-B: inhibitors of Bim-Bcl-B interaction, human; Q9HD36; bead-based flow cytometry, Bim peptide-Bcl-B binding; inhibition, % at 10 µM; 0.073% of 190,000 active;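 also: 0% = tracer peptide without compound and 100% = reference inhibitor peptide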
ABCB1 block: blocks JC-1 efflux by human ABCB1 transporter | AID 1326 | 0.067% of 190,000 active | inhibition, % at 6.6 µM | CCRF-Adr cells, flow cytometry | P08183; in the data active = inhibition above about 40%;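 also: 0% = vehicle and 100% = reference inhibitor; higher value means more JC-1 retained so stronger ABCB1 efflux block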
Bim-Bfl-1: human Bim-Bfl-1 interaction inhibition. Q16548. inhibition, % at 10 µM. Bead-based flow cytometry, Bim-Bfl-1 binding inhibition. AID 1008. 0.12% of 190,000 active;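 also: 0% = wells without compound plus tracer and 100% = blocker peptide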
RGS4-Gao reg: human RGS4-Galphao interaction regulation; Multiplexed bead flow cytometry, RGS4-Galphao binding; actives lie on both sides; AID 1415; 0.33% of 220,000 active; binding response (% of control), % at 10 µM; P09471; in the data active = binding response below about 49% or above about 150%; inactive = in between;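 also: fluorescent Galphao activated with aluminum fluoride binding bead-coupled RGS4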
Avidin bead fluor: avidin bead compound fluorescence profile. Avidin beads, compound fluorescence 488/530 nm, flow cytometry; hits give high values. fluorescence (KMESF) at 10 µM. 0.38% of 220,000 active; in the data active = fluorescence above about 47; also: inactives centre near 10
GSH bead fluor: compound fluoresces at 488/530 nm on GSH beads | GSH beads flow cytometry, compound fluorescence 488/530 nm; hits give high values | 0.25% of 190,000 active | AID 1776 | fluorescence (KMESF) at 10 µM; in the data active = fluorescence above about 89;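 also: glutathione beads carrying GST-tagged Bcl family fusion proteins plus one bare bead set; values are compound well signal with DMSO vehicle wells as background; inactives centre near 16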
Bcl-W Bim block: human Bim-Bcl-W interaction inhibition; 0.02% of 190,000 active; AID 952; inhibition, % at 10 µM; Q92843; bead-based flow cytometry, Bim peptide-Bcl-W binding;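 also: 0% = bound tracer without compound and 100% = peptide blocker; higher means less fluorescent Bim peptide bound to Bcl-W beads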
Target sequence (Q92843 whole entry, looked up): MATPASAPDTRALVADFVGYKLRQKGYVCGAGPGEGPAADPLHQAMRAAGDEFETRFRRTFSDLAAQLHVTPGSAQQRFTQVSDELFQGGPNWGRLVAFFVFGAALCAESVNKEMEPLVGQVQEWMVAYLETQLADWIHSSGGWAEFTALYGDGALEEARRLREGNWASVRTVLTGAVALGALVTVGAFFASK
Numbers without * were called inactive; ? = inconclusive; · = no result given. Rule as the data show it, unless noted: active = inhibition above about 40%.

| mol | Bim-Bcl-B | ABCB1 block | ABCG2 block | Avidin bead fluor | RGS4-Gao reg | GSH bead fluor | Bim-Bfl-1 | Bim-Bcl-2 | Bcl-W Bim block | Bcl-XL Bim block | RGS7-Gao reg |
| --- | --- | --- | --- | --- | --- | --- | --- | --- | --- | --- | --- |
| CN(C)CCN(C(=O)c1ccc(Br)s1)c1nc2cc3c(cc2s1)OCCO3 | -7 | 0.4 | 3 | 11 | 90 | 16 | -10 | -7 | -4 | -4 | ? |
| COc1cc(NS(=O)(=O)c2ccc(NC(=S)NC(=O)c3sc4ccccc4c3Cl)cc2)nc(OC)n1 | -15 | -2.2 | -13 | 13 | 101 | 19 | -10 | -2 | -8 | -16 | 100 |
| COc1ccc(-c2nc(C#N)c(NC(C)C)o2)cc1 | -3 | 0.5 | 15 | 8 | 96 | 54 | -7 | -4 | 0 | -1 | 97 |
| O=C1c2ccccc2C(=O)N1CCCCSc1nc2ccccc2c(=O)n1CCCN1CCOCC1 | -6 | 8.8 | 12 | 9 | 100 | 12 | -8 | -1 | -5 | -2 | ? |
| CCOC(=O)c1sc(Nc2ccc(C)cc2C)nc1C | -4 | 0.4 | 4 | 10 | 100 | 12 | -9 | -9 | 0 | -1 | 100 |
| COc1cccc2cc(C(=O)N(Cc3cccs3)CC3CCCO3)c(=O)oc12 (stereo not given) | -8 | 2.5 | 3 | 5 | 98 | 23 | 0 | 0 | -1 | -1 | 99 |
| CCCC(=O)Nc1cc(C)c(NC(=O)C23CC4CC(CC(C4)C2)C3)cn1 | -1 | 0.2 | 1 | 13 | 94 | 20 | 0 | 0 | -1 | -1 | 93 |
| CCN(CC)C(=O)CN(C#N)c1nc(Cl)nc(N(C)C)n1 | -1 | 0.1 | 1 | 10 | 101 | 10 | -3 | 0 | 0 | -1 | 100 |
| CCn1c(C)nc2cc(C(=O)N/N=C(\C)c3ccccc3O)ccc21 | 2 | 1.5 | 28 | 7 | 96 | 10 | -3 | -3 | 1 | 0 | 99 |
| C[C@@H]1NC(=O)c2cc([N+](=O)[O-])cc(F)c2NCCC[C@@H](C(N)=O)NC(=O)[C@H](CC(N)=O)NC1=O | -7 | -0.1 | 12 | 11 | 100 | 19 | -1 | -2 | -3 | -1 | 97 |
| Cc1cccc(C)c1N=Cc1c(O)n(-c2nccs2)c(=O)c2ccccc12 | -19 | 1.8 | 7 | 9 | 97 | 18 | -7 | -8 | -14 | -20 | 98 |
| O=C(c1ccc(CNS(=O)(=O)c2ccccc2)cc1)N1CCN(c2ccccn2)CC1 | -1 | 0.2 | 1 | 42 | 92 | 10 | -3 | 3 | 1 | -1 | 101 |
| O=C(/C=C/c1ccc(F)cc1)NC(=S)Nc1ccccc1C(=O)NC1CCCCC1 | -5 | 0.4 | 3 | 10 | 100 | 9 | -3 | -3 | -3 | -2 | 97 |
| Cc1ccc2[nH]c(C)c(CCNC(=O)c3cc4cc([N+](=O)[O-])ccc4oc3=O)c2c1 | -6 | -0.5 | -4 | 12 | 101 | 9 | -15 | -6 | -3 | -7 | 96 |
| CC(Sc1nc2ccccc2c(=O)n1Cc1ccco1)C(=O)c1ccccc1 (stereo not given) | -11 | 1.0 | 2 | 10 | 100 | 8 | -13 | -13 | 0 | -3 | 101 |
| c1cncc(-c2nnc3n2N=C(c2cccs2)CS3)c1 | 17 | 0.4 | 2 | 1 | 92 | 41 | 11 | 12 | 21 | 15 | 96 |
| COc1ccc(NC(=O)c2ocnc2C)cc1OC | -10 | 2.1 | 54 | 12 | 94 | 30 | -21 | -11 | -5 | -13 | 93 |
| Cc1ccccc1NC(=O)CSc1nc2ccccc2c2nc(CCn3cncc3C)nn12 | -7 | 0.8 | 12 | 11 | 96 | 5 | 2 | -1 | -1 | -1 | 96 |
| COc1ccc(C2=CC(=O)N(Nc3ccccc3)C2=O)cc1 | -2 | 1.1 | 4 | 9 | 97 | 20 | -4 | -1 | 0 | -3 | 93 |
| COc1ccc(C(=O)Nc2ccc(O)cc2C(=O)O)cc1 | -1 | 0.0 | -4 | 8 | 99 | 12 | -3 | 3 | 0 | 1 | 99 |
| Cc1c(-c2ccccc2)nc(-c2ccccc2)[nH]c1=O | 0 | 0.5 | 7 | 3 | 103 | 6 | 1 | -1 | -1 | -1 | 100 |
| CC1=C(C(=O)Nc2ccc(F)cc2)C(c2cccc(C)c2)n2nc(CCCO)nc2N1 (stereo not given) | -8 | 0.2 | 0 | 9 | 104 | 24 | -9 | -6 | 2 | -2 | 102 |
| O=C(COC(=O)[C@H](Cc1c[nH]c2ccccc12)NC(=O)c1ccc(Cl)cc1)Nc1ccc2c(c1)OCO2 | 7 | 2.3 | 67 | 8 | 107 | 33 | 4 | 0 | 6 | 3 | 109 |
| Cc1ccc(OCCOC(=O)CCc2nc3ccccc3c(=O)[nH]2)cc1 | 0 | 0.6 | 10 | 10 | 92 | 14 | -4 | 1 | 0 | -2 | 93 |
| CCCCN1CNC(=S)N(c2ccccc2OCC)C1 | -2 | 0.0 | 0 | 6 | 103 | 11 | 0 | 0 | -2 | -2 | 101 |
| CCn1ncc(/C=N\NC(=O)c2cc(-c3ccc(C)cc3C)nc3ccccc23)c1C | 0 | 1.5 | 1 | 30 | 99 | 17 | -4 | -2 | -3 | -1 | 101 |
| CC(C)=C1Cc2ccccc2C1=O | -4 | 0.2 | 4 | 5 | 96 | 13 | -3 | -7 | -1 | -6 | 98 |
| COc1cccc(OCCNc2cc(Cl)ccc2[N+](=O)[O-])c1 | 1 | 0.8 | 51 | 22 | 101 | 22 | 1 | 4 | -1 | 0 | 102 |
| O=C(/C=C/c1cc2c(cc1Br)OCO2)NCc1ccc(F)cc1 | -10 | 0.2 | 2 | 13 | 98 | 18 | -1 | 0 | -1 | -5 | 97 |
| CC(=O)C(/C=N/c1ncc(C(F)(F)F)cc1Cl)=C(\C)O | -3 | -0.6 | 2 | 22 | 101 | 12 | 0 | -1 | 1 | -1 | 99 |
| CC1CN(Cc2cc(=O)[nH]c(C3CC3)n2)CC(C)O1 (stereo not given) | -2 | 0.4 | 1 | 6 | 93 | 57 | -5 | -2 | 0 | 1 | 93 |
| CC(C)(C)n1ncc2c(=O)n(CC(=O)c3ccc(Cl)cc3)cnc21 | 0 | 0.3 | 0 | 18 | 100 | 17 | -2 | -2 | -2 | 0 | 96 |
| C1=C(c2ccccc2)CCN(c2ncnc3nc[nH]c23)C1 | -8 | 1.3 | 6 | 8 | 96 | 26 | -11 | -10 | -2 | -5 | 96 |
| CCCCCc1nc2sc3c(c2c(=O)n1N)CCC3 | 0 | 0.2 | 5 | 3 | 107 | 11 | 3 | 3 | 2 | -4 | 103 |
| O=C(NCCN1CCOCC1)c1ccc(=O)n(Cc2ccc(Cl)cc2)c1 | -3 | 0.0 | 1 | 8 | 106 | 14 | -3 | -3 | 1 | 0 | ? |
| O=C(NCc1cccc(C(F)(F)F)c1)c1cccc(Cl)c1Cl | 0 | 0.6 | 8 | 4 | 99 | 6 | 0 | 0 | 0 | -2 | 96 |
| COc1ccccc1CNS(=O)(=O)c1cccc(S(=O)(=O)N2CCOCC2)c1 | -2 | 1.1 | 3 | 13 | 97 | 47 | -5 | -3 | -2 | -4 | 98 |
| COc1cccc(NC(=O)/C=C/c2ccco2)c1 | -4 | -0.5 | -1 | 11 | 97 | 74 | 3 | 0 | -1 | 0 | 93 |
| COc1cccc(CNCCOCCO)c1OC | -7 | -4.1 | -6 | 9 | 103 | 30 | -2 | -4 | -2 | -10 | 105 |
| CC1=C(C)CC(C(=O)Nc2ccc3c(c2)OCO3)C(C(=O)O)C1 (stereo not given) | -1 | 0.3 | 3 | 10 | 100 | 15 | -4 | 0 | 0 | -1 | 95 |
| O=C(c1ccncc1)c1ccc(NC(=O)c2cccs2)cc1 | -4 | -0.6 | 35 | 17 | 90 | 14 | -5 | -1 | 0 | -4 | 88 |
| CCOC(=O)Nc1ccc(Oc2ccccc2)cc1 | -7 | -0.2 | 3 | 12 | 104 | 48 | -9 | -7 | 2 | -8 | 101 |
| CCCOc1ccc(N2CC(C(=O)Nc3ccccc3OC)CC2=O)cc1 (stereo not given) | -4 | -2.0 | 0 | 10 | 105 | 19 | -11 | -6 | 0 | -3 | 102 |
| COc1ccc(CCNC(=O)[C@@H](NC(N)=O)C(C)C)cc1 | -2 | 0.0 | 0 | 17 | 103 | 11 | -1 | -1 | -5 | -8 | 103 |
| COc1ccc(C(=O)Nn2c(C)ccc2C)cc1OC | -6 | -2.4 | -1 | 4 | 97 | 33 | -9 | -5 | -2 | -5 | 98 |
| COc1ccc(Cl)cc1NC(=S)NCc1cccs1 | -9 | -0.2 | 1 | 20 | 101 | 10 | -6 | 0 | 1 | -1 | 100 |
| O=C(Nc1ccc(Cl)cc1)OC(CN1CCCCC1)C(F)(F)F (stereo not given) | 0 | 0.8 | 4 | 9 | 101 | 9 | -3 | -6 | 0 | 0 | 96 |
| CN(C)c1ccc(NC(=O)CCn2c(=S)oc3ccccc32)cc1 | -6 | 0.8 | 3 | 21 | 94 | 14 | 16 | 10 | 17 | 3 | 95 |
| Cc1cc(NC(=O)c2ccc(C)s2)n(-c2nc3ccccc3[nH]2)n1 | -7 | -0.5 | -3 | -2 | 14* | 6 | -3 | -6 | -6 | -2 | 13* |
| Cc1cccc(NC(=S)N(CCc2ccncc2)C(C)C)c1C | -3 | 3.2 | 9 | 6 | 101 | 15 | -6 | -1 | 0 | -1 | 96 |

Part of the list above, showing only Bim-Bcl-B, Bim-Bfl-1 and Bim-Bcl-2:
Structure,Bim-Bcl-B,Bim-Bfl-1,Bim-Bcl-2
CC(C)(C)n1ncc2c(=O)n(CC(=O)c3ccc(Cl)cc3)cnc21,0,-2,-2
O=C(/C=C/c1ccc(F)cc1)NC(=S)Nc1ccccc1C(=O)NC1CCCCC1,-5,-3,-3

(cont.)
| mol | Bim-Bcl-B | ABCB1 block | ABCG2 block | Avidin bead fluor | RGS4-Gao reg | GSH bead fluor | Bim-Bfl-1 | Bim-Bcl-2 | Bcl-W Bim block | Bcl-XL Bim block | RGS7-Gao reg |
| --- | --- | --- | --- | --- | --- | --- | --- | --- | --- | --- | --- |
| Cc1csc(NC(=O)c2ccco2)n1 | -4 | · | · | 5 | 98 | 17 | -13 | -1 | 0 | -4 | 101 |
| Nn1c(SCc2cccc3ccccc23)nnc1-c1ccco1 | 0 | 0.3 | 3 | 30 | 95 | 14 | 0 | 0 | 0 | 1 | 91 |
| CCO/N=C(/C)c1c(O)cc(-c2ccccc2)n(-c2ccccc2)c1=O | -5 | 1.7 | 32 | 14 | 102 | 11 | -7 | -8 | -2 | -7 | 104 |
| COc1cc(C2/C(=C(/O)c3ccc(OCC(C)C)cc3)C(=O)C(=O)N2CCN(C)C)ccc1O (stereo not given) | -3 | 0.2 | 2 | 8 | 121 | 262* | -6 | -4 | -1 | -27 | 113 |
| Cc1ccc(CNC(=O)COC(=O)c2cncc(Br)c2)cc1 | -1 | -0.1 | 2 | 10 | 99 | 12 | -4 | -1 | -4 | 0 | 100 |
| COc1ccc(S(=O)(=O)NCc2ccco2)c2ccccc12 | -9 | 1.2 | 44 | 33 | 99 | 23 | -26 | -9 | -5 | -5 | 99 |

Bioassay records from PubChem BioAssay.
